Bioassay records from PubChem BioAssay.
GSK3beta inhib – blocks human GSK3beta kinase activity. GST-GSK3beta kinase, ADP-Glo luminescence, 60 min; active compounds read low. AID 2097. P49841. 0.038% of 300,000 active. activity score (negative = inhibition), % at 10 µM;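 active means more than half of replicate wells score below -50%, meaning over 50% inhibition versus plate controls; inconclusive means some replicates but at most half score below -50%; inactive means no replicate scores below -50%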;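 further: 0% = median DMSO wells and -100% = median GW8510 positive control wells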
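Test system: GST-tagged human GSK3beta kinase, cell-free; evaluation: activity score scaled between in-plate DMSO and GW8510 controls; measured by: ADP-Glo luminescence; incubation: 60 min reaction, RT; benchmarks: DMSO and 20 µM GW8510; reagent: peptide substrate plus 25 µM ATP (final); medium: Tris/MgCl2 kinase buffer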
Dyrk1A ADPGlo – inhibitors of rat Dyrk1A kinase; Q63470; ADP-Glo luminescence, NFATc1 peptide; 0.43% of 310,000 active; inhibition, % at 12.5 µM; AID 504441; in the data active means inhibition above about 50%;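 further: plate controls were vehicle with enzyme for no effect and no enzyme for full effect; many of its hits are not listed in these tables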
AI-2 QS mod – Vibrio harveyi AI-2 quorum sensing modulation; 0.4% of 300,000 active; AID 2094; Vibrio harveyi JMH597 AI-2 luminescence/OD600 ratio, 9 h; active compounds read low; strain lacks LuxN and CqsS sensors; 0 = neutral-control median; activity change, % at 7.5 µM; in the data active means activity change below about -75%, passing the limit was not always enough; inconclusive means no clear call, values can overlap the other calls;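 further: luminescence divided by OD600 gain over 9 h not by final OD600 alone; inactives centre near 13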
HSF-1 act – increases HSF-1 driven luciferase reporter signal | NIH3T3-HGL HSF-1 luciferase reporter, MG132, 8 h; 100% = twice DMSO control signal | activation, % at 9 µM | 1.7% of 300,000 active | AID 504408;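 active means mean replicate activation of at least 50% with a set share of replicates each reaching 50%; inconclusive means only one of those two conditions met; inactive means mean below 50% and too few replicates reaching it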;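 further: 0% = median of the neutral control wells and 100% = twice that signal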
Platelet DG rel – modulates dense granule release in human platelets; human platelet-rich plasma, SFLLRN dense granule ATP release, luminescence; inhibition, %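 (compounds screened at 7.5 µM in platelet-rich plasma)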; 0.22% of 300,000 active; AID 1663;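 active means mean replicate score, as percent of positive control, at or above 50; inconclusive means mean below 50 but at least one replicate at or above 50; inactive means mean and every replicate below 50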
GSK3A inh – human GSK-3 alpha kinase inhibition; P49840; ADP-Glo luminescence, 60 min; inhibition, % at 10 µM; 0.1% of 320,000 active;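 in the data active means inhibition above about 50%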;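 further: GST-tagged GSK-3 alpha with peptide substrate and 25 µM ATP; 0% = DMSO neutral wells and 100% = GW8510 positive control wells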
Target sequence (P49840 whole entry, looked up): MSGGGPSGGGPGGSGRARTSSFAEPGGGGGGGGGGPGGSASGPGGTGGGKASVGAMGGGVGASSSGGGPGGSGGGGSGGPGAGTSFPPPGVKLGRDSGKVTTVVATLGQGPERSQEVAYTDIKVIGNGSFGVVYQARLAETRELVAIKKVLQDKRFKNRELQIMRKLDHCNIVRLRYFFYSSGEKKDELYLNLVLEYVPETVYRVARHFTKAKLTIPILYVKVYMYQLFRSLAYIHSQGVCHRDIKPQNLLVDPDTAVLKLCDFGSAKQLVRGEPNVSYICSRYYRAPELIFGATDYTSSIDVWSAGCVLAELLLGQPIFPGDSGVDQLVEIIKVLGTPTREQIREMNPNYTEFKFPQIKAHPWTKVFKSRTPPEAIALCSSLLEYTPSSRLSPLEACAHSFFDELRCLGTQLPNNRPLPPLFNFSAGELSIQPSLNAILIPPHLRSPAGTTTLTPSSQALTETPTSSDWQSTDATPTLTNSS
PolyA inh – blocks polyadenylation in yeast reporter cells; 0.02% of 300,000 active; calls only at 12 µM; AID 1875; S. cerevisiae SKY197-pL101 polyadenylation reporter, beta-gal luminescence; efflux-impaired pdr1/pdr3 knockout yeast; score 100 = 6 SD above DMSO;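 active means lowest replicate activity score at least 50, where 100 means six control SD above control mean; inconclusive means lowest score under 50 but half or more replicates reach 50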;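 further: yeast exposed to compound for 9 h at 30 °C; higher score means more reporter readthrough which indicates perturbed polyadenylation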
HSP90 inh – inhibitors of HSP90 luciferase refolding in rabbit reticulocyte lysate. inhibition, % at 5.6 µM. 0.91% of 290,000 active. luciferase refolding luminescence, 3 h. AID 1789;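 active means inhibition above the screen-wide mean plus 3 SD, computed separately per campaign, cut at about 16% in these data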;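 further: 0% = DMSO wells and 100% = 60 µM geldanamycin wells; inhibitors lower the luminescence because luciferase stays unfolded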
HSF1 inh – HSF1 inhibition | activity change, negative = inhibition, % at 7.5 µM (by protocol) | NIH3T3-HGL HSE-luciferase, MG132-induced, luminescence 8 h; active compounds read low | 0.77% of 300,000 active;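 active means more than half of replicate wells show activity change below -50%, luminescence cut by over half; inconclusive means some wells, but at most half, below -50%; inactive means no replicate well below -50%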;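 further: luciferase reports HSF-1 transcriptional activity via heat shock element; 0% = median of DMSO wells and -100% = zero luminescence signal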
HDAC3 inhib – inhibitors of human histone deacetylase 3. 0.15% of 320,000 active. recombinant HDAC3, fluorogenic peptide/trypsin coupled, fluorescence. O15379. inhibition, % at 8.3 µM; in the data active means inhibition above about 26%, passing the limit was not always enough; inconclusive means no clear call, values can overlap the other calls
Target sequence (O15379 whole entry, looked up): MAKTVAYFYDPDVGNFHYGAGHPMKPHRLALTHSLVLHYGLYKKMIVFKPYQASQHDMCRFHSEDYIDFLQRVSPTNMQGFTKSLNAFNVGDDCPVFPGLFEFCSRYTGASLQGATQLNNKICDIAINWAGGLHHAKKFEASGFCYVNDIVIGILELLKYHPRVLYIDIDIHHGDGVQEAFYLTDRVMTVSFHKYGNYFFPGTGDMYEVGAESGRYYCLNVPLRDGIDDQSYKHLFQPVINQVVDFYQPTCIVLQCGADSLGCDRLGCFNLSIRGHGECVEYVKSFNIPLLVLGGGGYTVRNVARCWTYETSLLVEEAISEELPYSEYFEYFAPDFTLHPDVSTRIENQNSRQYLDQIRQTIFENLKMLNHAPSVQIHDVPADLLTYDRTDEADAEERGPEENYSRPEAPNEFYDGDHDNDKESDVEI
* marks the source's active call; other numbers are inactive results; i = inactive; ? = inconclusive; · = no result given. A portion of the library, so the mix of outcomes need not match the whole.

SMILES	GSK3beta inhib	Dyrk1A ADPGlo	AI-2 QS mod	HSF-1 act	Platelet DG rel	GSK3A inh	PolyA inh	HSP90 inh	HSF1 inh	HDAC3 inhib
COc1ccccc1NC(=O)c1nnn(CC(=O)Nc2ccccc2)c1N	3	-3	22	24	1	0	i	2	5	5
S=c1[nH]cc(Cc2ccccc2)s1	5	·	-6	60*	-1	-3	i	9	27	2
COc1cc(Nc2ccc(C)cc2)c([N+](=O)[O-])nc1[N+](=O)[O-]	0	-3	33	-8	-10	-5	i	-1	-11	1
Cc1c(NC(=O)CSc2nc3ccc(Cl)cc3[nH]2)c(=O)n(-c2ccccc2)n1C	·	11	·	·	·	-3	·	-1	·	7
COCC(C)NC(=O)c1nn(Cc2ccccc2)c(=O)c2ccccc12 (centres undefined)	-4	-3	31	-13	-2	-3	i	-4	-2	7
COC(=O)c1ccc(-c2ccc(F)cc2)nc1C	1	1	33	?	6	-1	i	-2	47	-2
CCC(Oc1ccccc1OC)C(=O)Nc1ccc2c(c1)OCO2 (centres undefined)	-1	4	11	-10	5	-1	i	3	-4	-2
C=C(C(=O)c1ccccc1)C(C(=C)C(=O)c1ccccc1)c1ccc(OC)cc1	3	-3	7	143*	-1	-5	i	2	129	4
Oc1cc2c(cc1CN1CCN(c3ncccn3)CC1)OCO2	-1	-4	19	-6	-5	1	i	-1	-7	7
CCc1noc(C)c1C(=O)N1CCN(S(=O)(=O)c2ccc(Br)cc2)CC1	1	1	9	-8	·	-2	i	·	7	4
CC1CCN(S(=O)(=O)c2cccc(C(=O)Nc3nncs3)c2)CC1	5	-9	14	7	0	-2	i	-2	-2	1
COc1ccc(CCNC(=O)C(C)SCc2ccccc2)cc1 (centres undefined)	-3	0	2	6	17	-3	i	3	2	9
CCOC(=O)c1cc(-c2ccccc2)n(CCC(=O)N2CCN(c3ccccn3)CC2)c1C	-23	-4	5	2	-11	0	·	3	-2	-1
Cc1cccc(CN2CCc3c(OCC(=O)N4CCCc5ccccc54)cccc3C2=O)c1	-2	-7	30	9	-3	-2	i	1	16	5
CN(C)CCNC(=O)NC1CCCCC1	1	8	5	6	4	-1	i	0	6	-14
CCO/C(C)=C1/SC(=S)NC1=O	2	1	3	-59	3	-1	i	3	-46	0
CCOC(=O)N1CCN(c2c(NCc3cccs3)c(=O)c2=O)CC1	1	-1	13	4	11	0	i	-2	-1	-1
COc1ccc(CCNC(=O)CSC2=NS(=O)(=O)c3cc(Cl)ccc3N2)cc1OC	3	·	15	1	11	·	i	·	-4	·
O=C(Nc1ccc(S(=O)(=O)Nc2nccs2)cc1)c1cnc(Cl)c(Cl)c1	-2	4	10	-9	7	1	i	-2	6	7
COc1ccc(CNC(=O)C/C(C)=N/NC(=O)c2ccc([N+](=O)[O-])cc2Cl)cc1	-1	-3	-2	-6	-7	-2	i	0	-4	1
Cc1cc(C)nc(SCc2ccc(C(=O)N/N=C/c3ccco3)cc2)n1	2	0	5	-5	0	-1	i	0	-4	7
O=C(c1sc2ccccc2c1Cl)N1CCN(c2ccccn2)CC1	1	3	14	3	17	-1	i	0	-2	9
CCN(CC)c1nc(C(F)(F)F)nc2c1nnn2Cc1ccccc1	0	5	17	-1	-4	0	i	4	1	16
CCn1c(=O)c([N+](=O)[O-])c(NCC(O)c2ccccc2)c2ccccc21 (centres undefined)	-3	0	19	43	22	0	i	-3	10	-2
O=C1C2C(c3ccccc3)CC=CC2[C@H](c2ccc3ccccc3c2)N1Cc1ccccc1 (some centres undefined)	1	49	-4	-20	3	0	i	·	-4	4
Nc1c(C(=O)NCc2ccccc2)c2nc3ccccc3nc2n1CCCN1CCOCC1	1	1	2	-19	1	4	i	5	5	-14
Cc1cccn2cc(-c3ccc(Cl)cc3)nc12	2	2	-6	34	6	-1	i	10	8	-8
CCc1ccccc1NC(=O)c1cc(=O)c2ccccc2o1	-2	2	17	-1	-1	0	i	0	-7	8
Cc1cc(/C=N/n2cnnc2)c(C)n1-c1ccc(Cl)cc1	3	·	10	-8	2	-3	i	3	-3	0
COc1ccc(C2=NOC(C(=O)Nc3cc(Br)ccc3O)C2)cc1OC (centres undefined)	1	0	19	6	-10	5	i	3	-2	-7

2 entries from above, with the structure last.
GSK3beta inhib	Dyrk1A ADPGlo	AI-2 QS mod	HSF-1 act	Platelet DG rel	GSK3A inh	PolyA inh	HSP90 inh	HSF1 inh	HDAC3 inhib	SMILES
-3	0	19	43	22	0	i	-3	10	-2	CCn1c(=O)c([N+](=O)[O-])c(NCC(O)c2ccccc2)c2ccccc21 (centres undefined)
1	49	-4	-20	3	0	i	·	-4	4	O=C1C2C(c3ccccc3)CC=CC2[C@H](c2ccc3ccccc3c2)N1Cc1ccccc1 (some centres undefined)

Next records.
SMILES	GSK3beta inhib	Dyrk1A ADPGlo	AI-2 QS mod	HSF-1 act	Platelet DG rel	GSK3A inh	PolyA inh	HSP90 inh	HSF1 inh	HDAC3 inhib
CCCc1cc(C(=O)Nc2ccn(Cc3ccc(C)cc3)n2)no1	1	10	1	6	-1	-2	i	-9	-6	2
CCC(C)NC(=O)c1cc2c(=O)[nH]c3ccc(C)cc3c2s1 (centres undefined)	-1	25	8	3	7	0	i	-2	0	-1
CCCCn1c(N)c(N(CC)C(=O)c2ccc([N+](=O)[O-])c(C)c2)c(=O)[nH]c1=O	·	5	·	17	-5	1	i	2	-7	-2
CCOc1ccc(N(C(=O)c2snc(C(N)=O)c2N)C(C)C(=O)NC2CCCCC2)cc1 (centres undefined)	-1	-6	2	-4	-32	1	i	2	2	-4
Cc1ccc(/C=C2/SC(=S)N(CCC(=O)N3CCN(c4ccccc4)CC3)C2=O)cc1	-1	·	16	2	4	·	i	0	-5	·
CCc1ccc(-c2cc(C)no2)cc1S(=O)(=O)NCc1ccco1	1	·	10	6	20	-1	i	0	-8	-8
Cc1oc(-c2ccc3ccccc3c2)nc1CN(C)C(C)c1ccncn1 (centres undefined)	1	9	13	31	13	·	i	5	18	4
CCCCN1CNC(=S)N(CCc2ccccc2)C1	-1	10	9	21	-1	1	i	2	-2	5
COc1cc(N2CCOCC2)ncn1	-2	7	13	-6	0	0	i	-1	-8	0
CCOc1ccc2c(c1)OC(c1ccc(C)cc1)(C(F)(F)F)NC2=O (centres undefined)	2	-2	9	0	13	-4	i	4	0	1
O=C(O)c1cc([N+](=O)[O-])cc2c1nnn2O	2	5	17	6	-1	2	i	-2	7	7
Cc1nn(Cc2ccc(C(=O)NN)cc2)c(C)c1Cl	-2	·	10	6	8	-4	i	2	-2	1
O=C(c1cncs1)N1CCCC(CNS(=O)(=O)c2cccs2)C1 (centres undefined)	-1	0	17	5	3	-2	i	0	-1	2
CCOC(=O)c1nc2ccccc2nc1C	2	-1	15	-1	-2	-2	i	-6	-5	6
CCCCSc1nc2sc3c(c2c(=O)[nH]1)CC(C)(CC)OC3 (centres undefined)	4	3	5	7	3	0	i	-1	10	-3
COC(=O)c1c(NC(=O)C2C3C=CC(CC3)C2C(=O)O)sc(C)c1C (centres undefined)	0	0	21	-7	3	0	i	-3	-5	-1
CCOC(=O)N1CCN(C(=O)c2oc3ccc(S(=O)(=O)N4CCOCC4)cc3c2C)CC1	-1	6	14	-2	6	-2	i	9	0	-3
Cc1nc(Nc2cccc(O)c2)c2c3c(sc2n1)CCC3	5	15	14	49	-4	-1	i	1	16	4
COc1ccc(-c2cc(=O)n(CCC#N)[nH]2)cc1	5	9	3	12	6	-1	i	65*	14	1
O=S(=O)(NCCC1=CCCCC1)c1ccc(F)cc1	1	-2	-34	6	3	-2	i	0	1	1
Cc1ccc(OCCNC(=O)CCC(=O)N2CCOCC2)cc1	-3	-7	8	13	-9	0	i	·	-1	3
O=C(O)C1c2ccccc2C(=O)N(Cc2ccc(F)cc2)C1c1ccncc1 (centres undefined)	1	·	20	-6	-2	-6	i	0	-7	-1
Cc1ccc(C)c(OCc2nnc(SCC(=O)NCc3ccc4c(c3)OCO4)o2)c1	3	-9	6	-3	-2	-5	i	0	-7	0
CCC(CC)NC(=O)C1CCN(S(=O)(=O)c2cccs2)CC1	2	2	18	-4	4	·	i	4	3	2
O=C(Nc1ccc(Cl)cc1)Nc1ccccc1C(=O)O	2	9	8	54*	53*	-3	i	27*	24	-23
COc1ccc(-n2c(=O)c3ccccc3n(CC(=O)NC3CCCCC3)c2=O)c(OC)c1	1	-1	10	9	1	2	i	6	3	1
CCOC(=O)c1sc(NC(=O)CCc2ccc(OC)cc2)nc1C	4	0	27	-11	4	-1	i	-2	2	-2
CCOc1cc(Br)cc(/C=N/NC(=O)c2cccnc2)c1O	·	-2	·	-5	-2	-1	i	-7	-3	-6
Oc1c(Br)cc(Br)cc1C=Nc1ccc2c(c1)OCCO2	1	3	-2	-80	0	0	i	-2	-79*	3
CCN(CC)CCCNC(=O)c1cc(Sc2nnc(C)s2)nc2ccccc12	1	-1	22	30	-7	1	i	-3	0	1
COc1ccc2ccn(S(=O)(=O)c3ccccc3)c2c1	0	0	0	-16	1	0	i	-4	7	0
O=C(Nc1sc2c(c1C(=O)O)CCCC2)c1ccccc1Cl	4	24	19	3	-6	-7	i	-1	7	0
Nn1c(SCc2cccc(Br)c2)nnc1-c1ccncc1	-1	13	-7	17	-5	3	·	1	12	-10
CC(C)(C)C(=O)NC1CCN(S(=O)(=O)c2ccccc2F)CC1	1	-4	-4	8	-6	0	i	3	-3	-5
COc1ccc(CC(=O)NNc2ncnc3c2cnn3-c2ccccc2)cc1	5	0	11	-9	3	-4	i	-4	0	2
O=C(Nc1ccc(Cl)cc1)c1csc(-c2ccccc2)n1	-1	-3	17	-3	0	-3	i	-3	-6	1
O=C(CSc1nc(Nc2ccccc2)nc(N2CCOCC2)n1)N1CCCC1	1	11	23	14	-3	1	i	0	-11	-10
Cc1[nH]c2ccccc2c1-c1nc2ccccc2[nH]1	2	7	4	14	6	-1	i	-2	2	-16
CCOC(=O)c1csc(NC(=O)CN2CCOCC2)n1	1	-3	9	9	3	-3	i	-2	1	6
COc1cc(C(=O)NC2CCN(Cc3nnnn3Cc3ccc(F)cc3)CC2)cc(OC)c1OC	2	-1	2	3	4	0	i	0	7	5
CC(CC(=O)Nc1nccs1)c1ccccc1 (centres undefined)	-1	14	-13	2	1	-2	i	1	-1	0
O=C(CCC(=O)Nc1ccc(Br)cc1)N/N=C/c1ccc(F)cc1	3	-2	20	-9	-6	-2	i	-3	1	2
O=C(COC(=O)c1nc(Cl)ccc1Cl)c1ccc(Cl)s1	1	1	22	3	-4	2	i	4	-3	2
Cc1ccc(S(=O)(=O)NC(C)(C)CN2CCC(Cc3ccccc3)CC2)cc1	1	4	7	7	0	·	i	6	5	·
CC(C(=O)NCC1CCCCC1)N(C)Cc1ccc(Cl)cc1 (centres undefined)	2	-4	15	3	0	-5	i	-6	5	0
